PAX8 inh HTS: inhibitors of PAX8 transcriptional activity in RMG-I cells; hit rate 1.2% among 360,000; RMG-I TPO-luciferase reporter, SteadyGlo, 24 h; inhibition, % at 12.6 µM; AID 652154;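 active means mean replicate inhibition at least 60% with every replicate also reaching 60%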;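 further: luciferase light reporting Pax8 driven TPO promoter activity; plate controls were median of neutral control wells for no effect and mitoxantrone controls for full effect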
EWS-Fli inh: EWS/Fli transcriptional activity inhibition. A673 NR0B1-luciferase reporter, viability-normalised. hit rate 0.67% among 350,000. inhibition, % at 12.6 µM. AID 651661;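 active means mean inhibition of at least 50% after viability correction, with every replicate also passing that limit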;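 further: firefly luciferase signal divided by Alamar Blue viability fluorescence both relative to DMSO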
FN deposit inh: fibronectin deposition inhibition; inhibition, % at 12.6 µM; AH1F fibroblasts, Alexa488-fibronectin deposition fluorescence, overnight; hit rate 0.086% among 350,000;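 active means mean inhibition across replicates of 30% or more, regardless of how many single replicates reach that level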;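 further: positive control wells lacked labelled fibronectin entirely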
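Material: AH1F fibroblasts assembling fluorescent fibronectin matrix; amount: 10000 AH1F cells/well; medium: DMEM, 2% serum; reagent: Alexa488-fibronectin, 24 nM final in well; dosing: single compound dose, delivered by pin transfer; incubation: 1 h adhesion, overnight exposure; detection: fluorescence after three HBSS washes, excitation 485 nm, emission 525 nm; measure: fibronectin deposition inhibition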
PglD DTNB: inhibitors of Campylobacter jejuni PglD acetyltransferase; purified PglD enzyme, DTNB colorimetric CoA detection; inhibition, % at 12.5 µM; hit rate 0.098% among 360,000; in the data active means inhibition above about 16%, passing the limit was not always enough; further: strong numbers were not always called active
S100A4 inh HTS: S100A4-myosin IIA interaction inhibition; hit rate 0.14% among 360,000; AID 652163; S100A4/TAMRA-MyoIIA peptide fluorescence polarization; P26447; inhibition, % at 10.7 µM;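 active means mean inhibition of at least 70% across replicates, with every replicate also reaching that level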
Target sequence (P26447 whole entry, looked up): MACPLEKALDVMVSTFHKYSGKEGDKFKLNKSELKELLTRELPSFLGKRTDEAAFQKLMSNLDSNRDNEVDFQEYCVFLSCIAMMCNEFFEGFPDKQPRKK
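Compound dosing: one dose per compound; test system: human S100A4 monomer with TAMRA-labelled myosin IIA peptide; probe or stimulus: TAMRA-labelled myosin IIA heavy-chain peptide probe, 5 nM; medium: HEPES buffer with Ca2+, pH 7.2; schedule: 5 min incubation before reading; benchmarks: neutral control DMSO, positive control TFP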
LGR2 antag: blocks bursicon-induced cAMP signaling via Drosophila LGR2; HEK293 LGR2, CRE-luciferase, bursicon-stimulated, 4 h; inhibition, % at 9.99 µM; hit rate 0.35% among 380,000; AID 720647;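 active means drop in luminescence signal, shown as inhibition above about 50% in the replicate tests, limit read from the data, passing the limit was not always enough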;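 further: agonist challenge used bursicon conditioned medium at about half maximal strength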
ERAP1 inh: ERAP1 (human) enzyme inhibition. Q9NZ08. recombinant ERAP1, Leu-AMC fluorescence, 60 min. inhibition, % at 10.7 µM. hit rate 0.15% among 340,000. AID 652197;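 active means mean replicate inhibition of at least 30%, or all replicates individually reaching that 30% level; inactive means mean below 30% and not every replicate reaching it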;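 further: 0% = neutral control wells and 100% = L-leucinethiol positive control wells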
Target sequence (Q9NZ08 whole entry, looked up): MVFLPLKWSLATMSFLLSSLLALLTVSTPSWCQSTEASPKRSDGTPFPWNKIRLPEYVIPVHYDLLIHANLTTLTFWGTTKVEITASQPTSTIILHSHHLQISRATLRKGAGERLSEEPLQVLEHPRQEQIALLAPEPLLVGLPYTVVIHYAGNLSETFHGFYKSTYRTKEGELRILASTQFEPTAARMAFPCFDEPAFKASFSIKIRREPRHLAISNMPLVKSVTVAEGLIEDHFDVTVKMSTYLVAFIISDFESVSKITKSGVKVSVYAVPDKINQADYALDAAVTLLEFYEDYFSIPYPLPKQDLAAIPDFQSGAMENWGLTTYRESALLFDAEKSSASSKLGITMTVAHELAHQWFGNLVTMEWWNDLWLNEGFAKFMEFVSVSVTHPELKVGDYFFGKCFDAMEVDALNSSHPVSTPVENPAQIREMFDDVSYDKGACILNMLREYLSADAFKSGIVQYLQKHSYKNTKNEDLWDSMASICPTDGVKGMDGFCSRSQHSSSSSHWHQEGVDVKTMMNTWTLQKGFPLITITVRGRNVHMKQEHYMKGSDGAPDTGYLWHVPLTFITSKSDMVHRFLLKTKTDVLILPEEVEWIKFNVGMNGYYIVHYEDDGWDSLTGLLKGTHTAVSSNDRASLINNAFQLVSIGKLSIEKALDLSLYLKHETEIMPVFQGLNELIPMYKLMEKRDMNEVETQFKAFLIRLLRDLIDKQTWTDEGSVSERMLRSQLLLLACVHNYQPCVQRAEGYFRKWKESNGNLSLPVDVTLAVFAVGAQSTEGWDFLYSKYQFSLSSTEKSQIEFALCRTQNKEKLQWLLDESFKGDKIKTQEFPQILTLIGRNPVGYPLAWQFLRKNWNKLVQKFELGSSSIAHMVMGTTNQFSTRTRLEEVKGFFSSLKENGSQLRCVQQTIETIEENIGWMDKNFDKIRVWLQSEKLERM
PGC1a acetyl inh: modulators of PGC1a acetylation. U2OS PGC1a acetylation, AlphaScreen anti-acetyl-lysine; with virally co-expressed GCN5 acetyltransferase. inhibition, % at 15.6 µM. hit rate 0.17% among 350,000;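 active means every replicate shows inhibition of at least 40%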;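 further: 0% = neutral control wells and 100% = positive control wells; some results beyond the cut were filed as inactive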
An asterisk follows results filed as active; x = not tested or not shown; & = joins results of further samples. This is a random part of the collection (roughly 2.1% active in at least one column).

SMILES	PAX8 inh HTS	EWS-Fli inh	FN deposit inh	PglD DTNB	S100A4 inh HTS	LGR2 antag	ERAP1 inh	PGC1a acetyl inh
O=C(c1ccc2noc(-c3ccccc3)c2c1)N1CCN(c2ccccc2)CC1	4	-10	1	-1	-2	4	1	3
C=CCNC(=S)Nc1ccc(C)cc1[N+](=O)[O-]	-22	-5	6	1	3	-10	x	x
Cc1cc2cc(C(=O)N3CCc4c([nH]c5ccccc45)C3c3ccccn3)ccc2o1 (stereo unspecified)	-9	16	8	-1	4	-5	-1	-2
C[C@H]1CN([C@@H](C)CO)C(=O)c2cc(-c3cccc(F)c3)cnc2O[C@@H]1CN(C)Cc1ccccc1	x	0	20	3	9	5	-1	-1
O=C(CCn1c(=O)oc2ccccc21)Nc1nc2ccccc2s1	0	-10	-8	0	1	-22	0	-9
CC(C)NC(=O)CSc1ccccc1C(=O)N1CCN(S(=O)(=O)/C=C/c2ccccc2)CC1	-5	2	-4	5	2	3	-1	-3
CC(C)NC(=O)Nc1ccc2c(c1)C(=O)N(C)[C@H]1CC[C@H](CC(=O)NCC(F)(F)F)O[C@@H]1CO2	-16	3	12	6	x	24	x	2
Cc1ccc(S(=O)(=O)N(C)C)cc1NC(=O)c1n[nH]c(=O)c2ccccc12	19	6	5	x	-3	-11	x	x
COC(=O)c1ccc(NC(=O)COc2coc(CN3CCc4ccccc43)cc2=O)cc1	x	4	1	-5	0	12	2	-1
O=C1CSC(c2ccc(Cl)cc2)N1c1cccnc1 (stereo unspecified)	-3	-2	1	-10	-7	3	x	x
Cc1ccc(-n2c(-c3ccccc3)n[nH]c2=S)c(C)c1	-4	12	-5	8	-5	5	2	4
C[C@@H]1CN([C@H](C)CO)C(=O)c2cc(Br)cnc2O[C@H]1CN(C)C(=O)Cc1ccccc1	-4	3&5	15&-15	-4&1	14&17	-6&-3	-1&-3	4&1
C[C@H](CO)N1C[C@H](C)[C@@H](CN(C)S(=O)(=O)c2ccccc2)Oc2c(NS(C)(=O)=O)cccc2C1=O	x	-7	x	1	27	x	-2	15
COCCNC(=O)c1cccc(OC2CCN(Cc3ccc(C(C)C)cc3)CC2)c1	13	18	-16	6	-2	-2	-1	9
CC(=O)Nc1ccc(NC(=O)CNC(=O)COc2ccccc2)cc1	7	3	-1	x	6	x	0	-4
CO[C@H]1CC[C@H]2CCOc3c(C#N)cccc3C(=O)N(C)[C@H](C)C(=O)N(C)C[C@@H]1O2	-9	-2	0	-2	-1	-1	5	-16
CCN(CC)C(=O)c1ccc(-c2nnc(Nc3cccc(O)c3)c3ccccc23)cc1	19	10	3	-8	-1	11	0	x
CCC(C)(C)n1nnnc1C(c1cc2cc(C)ccc2[nH]c1=O)N1CCCc2ccccc21 (stereo unspecified)	x	-8	x	-5	-1	8	2	-2
COc1cc(CC(=O)Nc2sc3c(c2C(N)=O)CCCC3)cc(OC)c1OC	7	27	2	8	-10	6	4	x
Cc1cc(C)c(S(=O)(=O)NCCCN2CCOCC2)cc1Br	x	x	-15	3	x	3	x	-5
O=C(NCc1ccccc1C(F)(F)F)C1CC(c2ccc(C(F)(F)F)cc2)=NO1 (stereo unspecified)	-12	-3	-8	-3	-9	-29	2	0
CNC(=O)C[C@@H]1CC[C@@H]2[C@@H](COc3ccc(NC(=O)c4ccc(C(F)(F)F)cc4)cc3C(=O)N2C)O1	0	-10	-16	0	x	-1	x	17
CCOc1cc(CNc2ncn[nH]2)ccc1OCC(=O)NC(C)(C)C	-2	3	-2	x	4	x	-1	11
CCNC(=O)C[C@H]1CC[C@H]2[C@@H](COC[C@@H](O)CN2Cc2ccc(Cl)c(Cl)c2)O1	6	-6	-11	-3	3	-8	4	-2
C/C=C/c1ccc(C2[C@H]3CNC[C@@H]2N3C(=O)Nc2cccc(Cl)c2)cc1 (stereo partly specified)	-17	1	4&0	x	-2&-4	-8&15	3	3
CNC[C@@H]1Oc2ccc(NC(=O)Cc3ccccc3)cc2C(=O)N([C@H](C)CO)C[C@@H]1C	-1	-3	-3	1	-6	3	4	-7
CN1CCN(C(=O)C2=C[C@H](C3CC3)C[C@H](OCc3ccc(CO)cc3)O2)CC1	1	-5	-10	0	x	12	x	1
O=S(=O)(NC(=NC1CCCCC1)c1ccccc1F)c1ccccc1	-17	-2	-6	-4	-5	0	-4	x
COc1cc(C(=O)Nc2ccccc2NC(=O)c2cc(OC)c(OC)c(OC)c2)cc(OC)c1OC	15	16	12	0	0	11	-3	x
O=C(C[C@@H]1CC[C@@H]2[C@H](COC[C@H](O)CN2C(=O)Nc2cccc(F)c2)O1)NCc1ccccc1Cl	x	x	-7	1	-8	-37	4	6
COc1cc2c(cc1OC)CN(C(=O)c1ccc(S(=O)(=O)N(C)c3ccccc3)cc1)CC2	4	10	-2	4	6&2	-31	1	-6
COc1cc(Cl)c(C)cc1NC(=O)Cc1cccs1	32	-1	9	6	0	-4	0	0
COc1cccc(NC(=O)C(Sc2nnc(Nc3ccccc3C)s2)c2ccccc2)c1 (stereo unspecified)	20	1	0	x	-6	x	0	x
c1ccc(CN2[C@@H]3CNC[C@H]2C3c2ccc(-c3cccnc3)cc2)nc1 (stereo partly specified)	-8	8	-10	x	x	-5	x	14
Cc1cccc(C)c1OCC(=O)NNC(=O)CCNC(=O)c1ccco1	-8	2	-3	x	-4	-12	-1	3
COC(=O)c1ccccc1S(=O)c1snnc1C (stereo unspecified)	-44	6	-6	x	-2	-17	-4	x
C#CCN([C@@H]1C(=O)N2[C@@H]1SC(C)(C)[C@@H]2C(=O)OC)[C@@H](/C=C/C1CC1)[C@H](O)Cc1ccccc1	-16	17	x	x	6	x	2	-18
CCNS(=O)(=O)c1ccc(NC(=O)c2ccccc2OCC)cc1	x	-15	x	-2	6	13	-4	0
CC(OC(=O)C1CCN(S(=O)(=O)c2ccc(Cl)cc2)CC1)C(=O)NC1CCCCC1C (stereo unspecified)	8	5	5	-6	-4	16	-3	-5
Cc1ccc(CC(=O)NCCN2CCOCC2)cc1	22	-5	11	2	5	-9	0	24

Sorted by number of heavy atoms (lowest first): 11 of the compounds above
SMILES	PAX8 inh HTS	EWS-Fli inh	FN deposit inh	PglD DTNB	S100A4 inh HTS	LGR2 antag	ERAP1 inh	PGC1a acetyl inh
COC(=O)c1ccccc1S(=O)c1snnc1C (stereo unspecified)	-44	6	-6	x	-2	-17	-4	x
Cc1ccc(CC(=O)NCCN2CCOCC2)cc1	22	-5	11	2	5	-9	0	24
CCNS(=O)(=O)c1ccc(NC(=O)c2ccccc2OCC)cc1	x	-15	x	-2	6	13	-4	0
O=S(=O)(NC(=NC1CCCCC1)c1ccccc1F)c1ccccc1	-17	-2	-6	-4	-5	0	-4	x
C/C=C/c1ccc(C2[C@H]3CNC[C@@H]2N3C(=O)Nc2cccc(Cl)c2)cc1 (stereo partly specified)	-17	1	4&0	x	-2&-4	-8&15	3	3
CN1CCN(C(=O)C2=C[C@H](C3CC3)C[C@H](OCc3ccc(CO)cc3)O2)CC1	1	-5	-10	0	x	12	x	1
O=C(NCc1ccccc1C(F)(F)F)C1CC(c2ccc(C(F)(F)F)cc2)=NO1 (stereo unspecified)	-12	-3	-8	-3	-9	-29	2	0
CC(OC(=O)C1CCN(S(=O)(=O)c2ccc(Cl)cc2)CC1)C(=O)NC1CCCCC1C (stereo unspecified)	8	5	5	-6	-4	16	-3	-5
C#CCN([C@@H]1C(=O)N2[C@@H]1SC(C)(C)[C@@H]2C(=O)OC)[C@@H](/C=C/C1CC1)[C@H](O)Cc1ccccc1	-16	17	x	x	6	x	2	-18
O=C(C[C@@H]1CC[C@@H]2[C@H](COC[C@H](O)CN2C(=O)Nc2cccc(F)c2)O1)NCc1ccccc1Cl	x	x	-7	1	-8	-37	4	6
CNC(=O)C[C@@H]1CC[C@@H]2[C@@H](COc3ccc(NC(=O)c4ccc(C(F)(F)F)cc4)cc3C(=O)N2C)O1	0	-10	-16	0	x	-1	x	17

Next section.
SMILES	PAX8 inh HTS	EWS-Fli inh	FN deposit inh	PglD DTNB	S100A4 inh HTS	LGR2 antag	ERAP1 inh	PGC1a acetyl inh
COc1ccc(NC(=O)C2CCN(C(=O)c3cccs3)CC2)c(OC)c1	16	x	1	1	x	x	x	5
O=C(C[C@@H]1C[C@H]2c3cc(NC(=O)NC4CCCCC4)ccc3O[C@H]2[C@@H](CO)O1)NCc1ccncc1	-1	2	-7	6	-42	10	-3	-2
Oc1ccc(C[C@H]2CNCCN2CCc2cccc(F)c2)cc1	8	5	1	2	0	-5	0	x
Clc1ccccc1CSc1nncn1NC/C=C/c1ccccc1	6	1	-3	-3	-1	0	0	-10
CC(=O)N1[C@@H](CO)[C@@H](c2ccccc2)C12CN(C(=O)c1ccccc1)C2	10	-6	x	x	5	-2	1	8
CCOc1ccccc1N(CC(=O)NCc1ccncc1)S(=O)(=O)c1ccccc1	8	-1	0	-1	2	-8	-6	x
C[C@@H]1CN([C@@H](C)CO)C(=O)Cc2cc(NC(=O)Cc3ccccc3)ccc2O[C@@H]1CN(C)Cc1ccc2c(c1)OCO2	14	3	13	1	21	-7	x	-11
O=C1CC(/C=C/c2ccccc2)=Nc2ccccc2N1	3	-49	-11	3	0	x	2	x
C[C@@H]1CN([C@@H](C)CO)C(=O)c2cc(C3=CCCC3)cnc2O[C@H]1CN(C)Cc1cccc(F)c1	12	11	x	1	14	-4	-1	1
COc1ccccc1CNc1nc(NCc2cccc(OC)c2OC)c2sccc2n1	58	14	9	1	-3	29	1	0
CC(=NOC(=O)C1CCCCC1)c1nccs1	1	-8	0	-5	-2	-3	-1	x
Cc1ccc(C(=O)OCC(=O)N(C)c2c(N)n(Cc3ccccc3)c(=O)[nH]c2=O)s1	-14	-2	8	3	3	-1	-2	2
CCN(CC)S(=O)(=O)c1ccc2nc(NC(=O)c3ccco3)sc2c1	-47	-6	-16	x	3	-55	-2	x
COC(=O)c1ccc(CNCC(O)COc2ccc(-c3ccccc3)cc2)cc1 (stereo unspecified)	-12	4	-1	3	3	-19	-7	-10
CCCCN(C)CCNC(=S)Nc1ccc2nc(N3CCN(CC)CC3)cc(C)c2c1	21	14	11	0	4	6	-2	-22
COc1ccc(S(=O)(=O)N2CCCCCC2)cc1C(=O)N(C)Cc1c(F)cccc1Cl	7	12	-3	3	-4	27	3	-7
Cc1ccc(S(=O)(=O)c2c[nH]c3ccc(Cl)cc3c2=O)cc1	-15	-10	-4	x	3	-18	4	x
COc1ccc(NC(=O)Nc2ccc3c(c2)C(=O)N([C@H](C)CO)C[C@H](C)[C@H](CN(C)C)O3)cc1	0	-11	x	0	4	x	2	-1
COc1ccc(C2(c3ccc(OC)cc3)NC(=O)N(Cn3nnc4ccccc4c3=O)C2=O)cc1	2	11	13	-6	-3	2	0	-24
O=C(Nc1nc2ccccc2s1)c1c(F)cccc1Cl	-117	-88	-1	-1	13	-56	-5	-18
CC(=O)c1ccccc1OCCn1nc(C(=O)O)c2ccccc2c1=O	1	-1	4	-2	0	-2	-4	x

High-throughput results as filed in PubChem.
